Efflux pump mplx: antifungal efflux pump inhibition, Nile Red retention; AID 485275; inhibition, % at 10 µM; S. cerevisiae Candida pump triplex; actives 0.44% (n = 330,000);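 active = plate passing quality check with inhibition over a set limit, or well fluorescence over plate mean plus 4 SD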;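 also: Nile Red retained in pooled yeast measured as flow cytometry median fluorescence; 0% = buffer negative control and 100% = Enniatin B positive control; higher means more Nile Red kept so more efflux inhibition; some compounds called inactive have numbers as strong as hits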
TPT1 inh: C. albicans TPT1 enzyme inhibition; recombinant caTPT1, FP RNA substrate dephosphorylation; inhibition, % at 5 µM; actives 0.81% (n = 300,000); AID 1962;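 active = inhibition above the mean of all tested compounds plus 3 SD, set per screening campaign, cut at about 24% in these data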;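 also: plate controls were DMSO alone for no effect and ferristatin control at 100 nM for full effect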
proCasp7 act: activates human procaspase-7, counter-screen for procaspase-3 activators; P55210; recombinant procaspase-7, Ac-DEVD-pNA absorbance 405 nm; D23A/D198A/D206A triple mutant, cannot self-cleave; scale: DMSO 0, 5 µM enzyme 100; activation, % at 8.5 µM; actives 0.093% (n = 330,000); AID 463210;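 active = percent activation above the screen-wide mean plus 3 SD, cut at about 25% in these data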
Target sequence (P55210 whole entry D23A/D198A/D206A): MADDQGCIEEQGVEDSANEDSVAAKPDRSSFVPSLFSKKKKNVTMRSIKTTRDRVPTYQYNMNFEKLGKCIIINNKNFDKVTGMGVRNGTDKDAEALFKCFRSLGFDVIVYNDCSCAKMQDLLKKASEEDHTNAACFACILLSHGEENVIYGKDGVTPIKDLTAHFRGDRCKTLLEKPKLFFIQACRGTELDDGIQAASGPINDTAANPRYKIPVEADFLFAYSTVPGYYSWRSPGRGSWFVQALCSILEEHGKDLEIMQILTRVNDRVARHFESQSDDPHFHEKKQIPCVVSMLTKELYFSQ
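Assay system: Uncleavable procaspase-7 mutant enzyme | Input: 2 µM procaspase-7 mutant as dispensed | Timing: 1 h compound preincubation, 2 h substrate cleavage, 25 °C | Repeats: One well per compound | Control set: DMSO wells as 0%, DMSO with 5 µM added PC-7 as 100% | Technique: Epi-absorbance of released pNA at 405 nm, two timepoints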
Fh CTSL1 inh: counter-screen for PFM18AAP inhibitors: inhibitors of F. hepatica cathepsin L1 | inhibition, % at 5.96 µM | recombinant F. hepatica cathepsin L1, Z-Leu-Arg-MCA fluorescence | AID 1906 | actives 0.49% (n = 300,000);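 active = inhibition above the mean of all tested compounds plus 3 SD, set per screening campaign, cut at about 17% in these data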;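 also: 0% = plate median of test compound wells and 100% = 1 µM Z-Phe-Ala-diazomethylketone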
proCasp3 act: activators of human procaspase-3; AID 463141; activation, % at 8.5 µM; recombinant procaspase-3 D3A, Ac-DEVD-pNA absorbance 405 nm; actives 0.11% (n = 330,000);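 active = activation above the mean of all tested compounds plus 3 SD, cut at about 21% in these data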;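 also: 0% = DMSO alone and 100% = DMSO wells spiked with extra 5 µM PC-3 D3A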
Target sequence (P42574 whole entry D9A/D28A/D175A): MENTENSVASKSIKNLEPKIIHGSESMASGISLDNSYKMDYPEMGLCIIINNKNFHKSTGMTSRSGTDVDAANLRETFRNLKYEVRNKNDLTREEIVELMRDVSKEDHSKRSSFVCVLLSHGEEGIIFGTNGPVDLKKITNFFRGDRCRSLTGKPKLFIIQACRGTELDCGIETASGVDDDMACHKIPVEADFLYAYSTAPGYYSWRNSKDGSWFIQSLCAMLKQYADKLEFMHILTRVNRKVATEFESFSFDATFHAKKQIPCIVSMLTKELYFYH
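material = Procaspase-3 D3A mutant | probe or stimulus = Ac-DEVD-pNA | compound = single dose, 8.5 µM nominal compound, 0.8% DMSO | timing = 1 h preincubation, 2 h reaction | measured by = 405 nm absorbance of p-nitroaniline, reads at 0 and 120 min | benchmarks = DMSO-only low control, 5 µM PC-3 D3A high control | repeats = singlicate, each compound tested once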
core dimer inh: HCV core protein dimerization inhibition. TR-FRET GST/Flag-core106 dimerization, 1536-well. inhibition, % at 5 µM. actives 0.33% (n = 300,000). AID 1899;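 active = inhibition above the mean of all tested compounds plus 3 SD, set per screening campaign, cut at about 45% in these data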
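System – GST-tagged and Flag-tagged HCV core protein residues 1-106 · Repeats – one well for each compound · Technique – TR-FRET 671 and 617 nm emission · Doses – one concentration, 5 µM, in 0.5% DMSO · Times – 4 h, 22.5 °C incubation · Also added – Eu donor and XL665 acceptor anti-tag antibodies · Measure – percent inhibition of core106 dimerization signal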
PP5 inh: inhibitors of human protein phosphatase 5 (PP5); P53041; purified PP5c, OMFP substrate fluorescence; actives 0.18% (n = 320,000); inhibition, % at 6.7 µM;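 active = inhibition above the campaign's mean inhibition across all tested compounds plus 3 SD, cut at about 9.5% in these data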;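 also: 0% = DMSO only and 100% = 100 µM cantharidin control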
PP1 counter: counter-screen for PP5 inhibitors: inhibitors of human PP1-alpha; P62136; purified PP1alpha, OMFP fluorescence; inhibition, % at 6.7 µM; actives 0.9% (n = 320,000);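 active = inhibition above the mean inhibition of all tested compounds plus 3 SD, computed separately for each screening campaign, cut at about 15% in these data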
Target sequence (P62136 whole entry, looked up): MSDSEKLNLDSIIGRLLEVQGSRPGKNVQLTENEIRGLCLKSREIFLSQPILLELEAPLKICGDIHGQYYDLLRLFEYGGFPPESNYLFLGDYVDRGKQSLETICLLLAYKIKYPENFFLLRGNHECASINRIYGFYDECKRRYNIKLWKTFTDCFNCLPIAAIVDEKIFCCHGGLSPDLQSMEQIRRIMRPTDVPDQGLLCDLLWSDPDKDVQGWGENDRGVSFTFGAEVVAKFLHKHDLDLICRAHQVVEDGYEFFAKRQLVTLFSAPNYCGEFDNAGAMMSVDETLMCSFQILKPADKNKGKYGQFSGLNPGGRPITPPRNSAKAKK
JMJD2C inh: inhibitors of human GASC-1 (JMJD2C) demethylase; GST-JMJD2C(1-420) H3K9me3 demethylation, DELFIA europium; inhibition, % at 2.35 µM; actives 0.069% (n = 330,000); AID 2099;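 active = more than half of a compound's replicate wells show inhibition beyond 50%, single wells judged on their own value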;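 also: signal counts dimethyl H3K9 product captured on neutravidin plate; 0% = median of DMSO wells and 100% = 0.3 times that DMSO median; strong numbers were not always called active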
Active calls of the source: *; & = joins results of further samples.

structure,PP1 counter,PP5 inh,Fh CTSL1 inh,proCasp7 act,TPT1 inh,proCasp3 act,JMJD2C inh,core dimer inh,Efflux pump mplx
COc1cc(S(=O)(=O)Nc2ccc(C)cc2)ccc1N=Cc1c(C)c(C#N)c(=O)n(C)c1O,-7.2,0.6,-0.9,7.1,-1.1,-1.5,-31.9,8.5,-0.1
Cc1cc(C)n2cc(CSc3nnnn3-c3ccccc3C)nc2n1,2.8,2.0,0.9,-7.3,1.3,3.2,9.6,7.1,0.1
Cc1c(C)c2ccc(OCC(=O)N(C)C3CCS(=O)(=O)C3)c(C)c2oc1=O (stereo unspecified),-1.8,-2.1,4.4,8.2,0.6,7.1,7.8,-9.9,-0.1
CCOc1cc(C(c2c(O)nc(SC)[nH]c2=O)c2c(O)nc(SC)[nH]c2=O)ccc1O,-0.4,0.4,5.7,5.5,-19.3,-2.3,3.0,2.2,0.1
Cc1cccc(OCc2nc(-c3ccccn3)n[nH]2)c1,3.8,-2.1,-2.6,-3.0,-3.3,4.4,7.6,1.7,0.2
Cn1c(SCc2cccc3ccccc23)nnc1-c1ccco1,-2.1,1.0,-2.3,6.6,-2.0,3.8,6.1,11.4,0.0
CN(C)CCNc1nc(-c2ccccc2)c2c(c1C#N)CC(C)(C)OC2,-4.3,-2.4,1.6,5.2,0.8,1.8,1.2,-2.2,-0.1
Cc1nn(Cc2ccccc2Cl)c2sc(C(=O)NCc3ccc4c(c3)OCO4)cc12,-0.2,0.2,4.0,2.8,0.8,9.3,5.8,9.8,0.1
CN(C(=O)CSc1nc2c(c(=O)[nH]1)CCCC2)C1CCCCC1,-0.1,-1.1,4.0,3.8,-0.1,-2.9,0.3,2.3,0.0
O=C(CSc1nnc(-c2ccccc2Br)o1)N1CCc2ccccc2C1,1.6,1.1,2.7,-7.9,-1.7,-6.5,-7.0,5.0,-0.1
COc1cc(NC(=S)N2CCCCC2C)cc(OC)c1OC (stereo unspecified),-0.2,0.7,0.2,-25.5,-0.8,-11.2,-0.6,-6.9,-0.4
COc1ccc(C(=O)N/N=C(\C)CC(=O)Nc2ccccn2)cc1OC,-0.3,-0.5,3.2,1.9,-0.7,7.2,-1.5,-5.2,0.1
O=C(c1cccc(S(=O)(=O)N2CCN(c3ccccc3)CC2)c1)N1CCCC(C(F)(F)F)C1 (stereo unspecified),-1.8,2.8,5.3,0.8,-4.0,4.1,2.5,-1.0,-0.1
O=C1Nc2ccccc2/C1=C/C(=O)c1cccs1,1.3,-0.2,1.7,-3.1,-6.9,-8.4,-10.0,-2.2,-0.1
CC(=O)/C(=N\Nc1ccccc1Cl)Sc1cccc2cccnc12,3.5,5.1,2.2,1.8,0.0,-0.4,-13.7,8.5,-0.1
Cc1cc(C)c2cc(CN(Cc3nnnn3C3CCCCC3)CC3CCCO3)c(=O)[nH]c2c1 (stereo unspecified),3.6,2.7,-0.5,-6.7,-2.1,-1.0,-0.6,8.2,0.0
O=C(O)c1cccc(NS(=O)(=O)c2cccc3nsnc23)c1,-0.5,0.1,1.1,-0.7,-0.5,-4.0,-0.5,-0.5,-0.1
O=C(CN1C(=O)c2cccc3cccc1c23)NCc1cccnc1,-0.9,1.1,-0.9,5.5,-3.6,-5.7,-6.1,-1.3,-0.1
CCOC(=O)N1CCN(S(=O)(=O)c2ccc(F)c(C(=O)Nc3cc(C)cc(C)c3)c2)CC1,-2.3,0.4,0.9,3.8,0.2,10.3,10.4&-5.9,8.2,-0.2
COC(=O)C1=C(C)N(Cc2ccccc2)C(=O)N[C@H]1c1cccc(F)c1,2.9,2.6,0.4,-3.8,0.0,-0.3,1.5,-2.9,0.1
COc1ccc(/C=C/C(=O)O)cc1S(=O)(=O)NCc1ccco1,-5.1,0.5,1.6,5.7,-2.9,6.2,12.3,-0.9,-0.2
CC(C)CNS(=O)(=O)c1ccc(CCC(=O)Nc2cc(Cl)ccc2Oc2ccccc2)cc1,8.0,4.7,0.4,17.7,-1.6,1.5,-3.9,15.3,-0.1
COc1ccc(N2C(=O)C3CCCN3C2c2cccc(C)c2)cc1 (stereo unspecified),-2.1,-1.6,1.0,-6.5,-2.7,-12.1,3.9,-4.6,-0.1
COc1cccc(OC)c1C(=O)Nc1cccc(-c2ccc3nncn3n2)c1,-2.8,-3.2,-1.2,3.9,1.7,-0.7,-2.5,4.8,-0.1
CCOC(=O)c1sc(NS(=O)(=O)c2ccc(F)cc2)nc1C,1.5,0.2,-0.4,3.6,-0.2,-6.7,1.7,1.9,0.1

Entries of single compounds from above. Order of values: PP1 counter | PP5 inh | Fh CTSL1 inh | proCasp7 act | TPT1 inh | proCasp3 act | JMJD2C inh | core dimer inh | Efflux pump mplx
COc1ccc(N2C(=O)C3CCCN3C2c2cccc(C)c2)cc1 (stereo unspecified) as listed: -2.1 | -1.6 | 1.0 | -6.5 | -2.7 | -12.1 | 3.9 | -4.6 | -0.1
O=C(CSc1nnc(-c2ccccc2Br)o1)N1CCc2ccccc2C1 as listed: 1.6 | 1.1 | 2.7 | -7.9 | -1.7 | -6.5 | -7.0 | 5.0 | -0.1

Remaining list, next part.
structure,PP1 counter,PP5 inh,Fh CTSL1 inh,proCasp7 act,TPT1 inh,proCasp3 act,JMJD2C inh,core dimer inh,Efflux pump mplx
COc1cccc(NC(=O)CSc2nc3c(sc4ccccc43)c(=O)n2CCN(C)C)c1,8.6,-2.9,1.1,-19.1,0.5,-30.0,10.5,3.8,0.3
Cc1cccc(Nc2nc(N)nc(CCl)n2)c1C,-1.5,-3.0,-1.2,0.9,0.3,4.2,-6.5,2.0,-0.1
CCCCN(C(C)=O)C1CC(=O)N(c2ccc(OCCC)cc2)C1=O (stereo unspecified),1.0,3.2,-4.2,5.6,-3.8,-3.1,3.7,-6.4,-0.1
Cn1c(-c2ccc(F)cc2)cnc1NCc1ccccc1,0.2,-2.2,-1.7,2.9,-2.7,-4.3,8.3,-4.2,-0.3
CCN(CC)CCCCCC(=O)Nc1ccccc1C(=O)Nc1ccccc1,-1.3,-1.1,1.6,0.0,-1.2,-1.1,3.8,10.8,0.0
Cc1ncc([N+](=O)[O-])n1CC(=O)Nc1ccc(F)cc1,-5.7,-1.5,-2.3,0.7,4.9,5.8,-4.7,4.4,-0.1
COC(=O)C1Sc2[nH]c(=O)sc2C2c3ccccc3OC(=O)C12 (stereo unspecified),-2.1,2.1,1.9,-8.6,-6.2,1.0,2.8,4.5,-0.1
Cn1c2ccccc2c2cnn(CC(=O)NCCCN3CCN(c4ccccc4F)CC3)c(=O)c21,-2.8,-0.4,0.7,4.4,3.3,4.9,-3.7,0.2,0.1
CC1Cn2c(nc3sc4c(c3c2=O)CCC4)N1CCO (stereo unspecified),2.7,2.3,2.7,-1.2,-4.0,-6.0,7.5,-5.5,0.1
Cc1cc(C(C)(C)C)cc(S(=O)(=O)NCCc2ccncc2)c1C,1.5,0.8,-1.3,3.5,-0.8,2.5,6.6,0.5,0.0
O=C(CC(C(=O)N1CCc2ccccc21)n1ccnc1)N1CCc2ccccc2C1 (stereo unspecified),-0.8,-0.7,5.0,2.9,-1.3,-2.2,-8.6,-2.4,0.0
CCCCNS(=O)(=O)c1ccc2nc(SCC(=O)Nc3cccc(F)c3)[nH]c2c1,-3.7,2.5,1.3,-2.4,-3.2,-4.1,-6.0,-0.3,0.0
Cc1ccc(NS(=O)(=O)c2c(C(=O)N3CCCCCC3)c(C)n(C)c2C)c(Cl)c1,-0.1,1.0,1.1,5.2,-2.0,7.4,3.9,-1.9,-0.3
CSc1nsc(SCCN2C(=O)c3ccccc3C2=O)n1,-10.1,-0.5,0.1,12.0,7.2,-4.0,-34.8,12.1,0.4
CN(CCc1ccccn1)C(=O)c1cccnc1Oc1ccccc1,-4.7,-1.4,0.9,3.4,1.8,-5.3,-3.2,4.8,-0.2
COCc1nnc(NC(=O)CS(=O)(=O)Cc2ccccc2)s1,3.5,-1.2,-0.2,-0.8,0.6,-9.4,-35.7,0.0,-0.2
N#Cc1ccc(/C=C\c2nccc3c2[nH]c2ccccc23)cc1,0.4,1.1,-1.2,0.7,13.4,48.0*,7.0,14.5,-0.1
COc1cc(S(=O)(=O)NCC2CCCO2)c(OC)cc1Cl (stereo unspecified),3.6,-2.9,-2.1,3.4,-1.2,7.5,5.4,-4.2,0.0
COc1ccc(N2C(=O)CC(N3CCN(S(=O)(=O)c4ccc(Cl)cc4)CC3)C2=O)cc1 (stereo unspecified),3.0,2.6,0.3,8.1,5.8,-3.8,-15.3,7.2,0.2
CN1C(=O)NC(c2cccc([N+](=O)[O-])c2)C2=C1CC(C)(C)CC2=O (stereo unspecified),-0.2,-0.7,5.4,-7.6,-2.5,-1.6,-18.2,2.0,0.1
CN(C(=O)c1ccc(NC(=O)Cc2ccccc2)cc1)c1ccccc1,-11.2,3.9,2.5,6.2,-5.5,3.1,-2.6,0.1,-0.1
CCOc1ccc(C(CC(=O)O)NC(=O)Cc2ccc(Cl)cc2)cc1 (stereo unspecified),1.4,0.5,-0.2,7.5,-4.0,7.4,-3.9,11.3,0.1
Cc1cccc(OCC(=O)Nc2ccc3c(c2)OCO3)c1C,-0.7,1.9,-0.5,11.6,0.9,-3.5,-9.6,6.6,0.1
CN(C)CCN(C(=O)c1ccc2ccccc2c1)c1nc2cc3c(cc2s1)OCCO3,0.0,4.3,-2.1,-1.6,-3.5,-1.1,-1.3,-7.0,0.0

Screening data: PubChem BioAssay, several laboratories
